Screening data from PubChem.
AGP1-GFP MLPCN – modulators of TOR pathway AGP1-GFP in S. cerevisiae; S. cerevisiae AGP1-GFP multiplex flow cytometry, 3 h; GFP as percent of DMSO wells; GFP response vs DMSO, % at 10 µM; hit rate 0.02% among 320,000; AID 2066;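 active = GFP response relative to DMSO above a set limit, near screen average plus 3 SD, cut at about 150% in these data; inconclusive = fewer than 70 cells counted for the yeast strain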;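 note: median GFP channel fluorescence of the gated AGP1 strain per well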
RPL19A TOR yeast – yeast TOR pathway RPL19A-GFP modulation; S. cerevisiae RPL19A-GFP strain, flow cytometry, 3 h; hits give low values; percent response vs DMSO, % at 10 µM; hit rate 0.3% among 330,000;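 active = percent response vs DMSO below 50%; inconclusive = fewer than 70 events counted for the yeast strain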;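 note: median channel GFP fluorescence of the barcoded RPL19A-GFP strain; ratio of sample median GFP to plate DMSO average so 100% = DMSO; lower means less RPL19A-GFP as with rapamycin TOR inhibition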
proCasp7 act – activates human procaspase-7, counter-screen for procaspase-3 activators | AID 463210 | recombinant procaspase-7, Ac-DEVD-pNA absorbance 405 nm; D23A/D198A/D206A triple mutant, cannot self-cleave; scale: DMSO 0, 5 µM enzyme 100 | activation, % at 8.5 µM | hit rate 0.093% among 330,000;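 active = percent activation above the screen-wide mean plus 3 SD, cut at about 25% in these data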
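Material: Procaspase-7 triple mutant (PC-7 D3A) | Quantity: 2 µM procaspase-7 mutant as dispensed | Reagent: DEVD-pNA substrate | Times: 1 h preincubation, 2 h reaction | Technique: 405 nm absorbance of p-nitroaniline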
proCasp3 act – activates human procaspase-3 | hit rate 0.11% among 330,000 | activation, % at 8.5 µM | AID 463141 | P42574 | recombinant procaspase-3 D3A, Ac-DEVD-pNA absorbance 405 nm;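 active = activation above the mean of all tested compounds plus 3 SD, cut at about 21% in these data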;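 note: 0% = DMSO alone and 100% = DMSO wells spiked with extra 5 µM PC-3 D3A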
Target sequence (P42574 whole entry D9A/D28A/D175A): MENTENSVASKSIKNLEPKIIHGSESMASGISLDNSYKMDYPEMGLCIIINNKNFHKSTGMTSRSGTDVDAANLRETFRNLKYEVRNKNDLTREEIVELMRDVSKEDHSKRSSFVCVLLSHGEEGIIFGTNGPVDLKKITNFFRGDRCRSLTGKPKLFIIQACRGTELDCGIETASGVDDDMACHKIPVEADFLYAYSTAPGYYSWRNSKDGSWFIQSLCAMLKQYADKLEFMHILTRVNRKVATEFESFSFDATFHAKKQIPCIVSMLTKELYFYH
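material = Procaspase-3 D3A mutant | probe or stimulus = Ac-DEVD-pNA | compound = single dose, 8.5 µM nominal compound, 0.8% DMSO | timing = 1 h preincubation, 2 h reaction | measured by = 405 nm absorbance of p-nitroaniline, reads at 0 and 120 min | benchmarks = DMSO-only low control, 5 µM PC-3 D3A high control | repeats = singlicate, each compound tested once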
MEP2-GFP yeast – modulators of TOR pathway MEP2-GFP in S. cerevisiae | S. cerevisiae MEP2-GFP strain, flow cytometry GFP, 3 h; 100% = DMSO control level | GFP response vs DMSO, % at 10 µM | hit rate 0.51% among 330,000 | AID 2016;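 active = GFP response versus DMSO above a set limit, roughly screen mean plus 3 SD, cut at about 180% in these data; inconclusive = fewer than 70 cells counted for a yeast strain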;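 note: median GFP fluorescence of the barcode-gated MEP2-GFP cells per well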
AHR activator – activates the human aryl hydrocarbon receptor. P35869. AHR-responsive luciferase reporter cells, luminescence. activation, % at 5 µM. hit rate 2.5% among 320,000. AID 2796; in the data active = activation above about 47%;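 note: 0% = vehicle wells and 100% = reference agonist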
Target sequence (P35869 whole entry, looked up): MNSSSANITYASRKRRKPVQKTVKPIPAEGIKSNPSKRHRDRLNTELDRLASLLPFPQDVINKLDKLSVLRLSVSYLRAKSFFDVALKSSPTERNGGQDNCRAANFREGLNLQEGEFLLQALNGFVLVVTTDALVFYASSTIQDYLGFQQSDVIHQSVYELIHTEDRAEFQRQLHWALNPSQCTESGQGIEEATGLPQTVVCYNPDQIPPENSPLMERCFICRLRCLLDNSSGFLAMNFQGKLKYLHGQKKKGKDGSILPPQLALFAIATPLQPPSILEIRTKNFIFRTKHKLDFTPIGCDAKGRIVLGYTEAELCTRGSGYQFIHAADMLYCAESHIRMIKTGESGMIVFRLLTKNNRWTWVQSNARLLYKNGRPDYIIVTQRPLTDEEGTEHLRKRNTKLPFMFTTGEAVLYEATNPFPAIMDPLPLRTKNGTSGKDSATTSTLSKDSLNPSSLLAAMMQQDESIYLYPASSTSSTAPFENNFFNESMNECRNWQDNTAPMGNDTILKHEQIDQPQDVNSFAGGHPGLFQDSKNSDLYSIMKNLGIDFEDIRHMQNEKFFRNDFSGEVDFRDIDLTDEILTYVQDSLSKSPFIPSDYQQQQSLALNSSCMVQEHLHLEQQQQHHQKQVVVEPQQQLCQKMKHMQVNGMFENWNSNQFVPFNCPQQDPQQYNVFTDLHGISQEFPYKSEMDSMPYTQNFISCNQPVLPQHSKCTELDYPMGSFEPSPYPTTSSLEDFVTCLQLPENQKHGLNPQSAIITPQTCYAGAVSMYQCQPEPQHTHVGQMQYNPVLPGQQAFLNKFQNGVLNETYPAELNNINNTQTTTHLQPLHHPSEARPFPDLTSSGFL
CIT2-GFP yeast – yeast TOR pathway CIT2-GFP modulation | S. cerevisiae CIT2-GFP strain, flow cytometry, 3 h; 100 means same as DMSO wells | hit rate 0.065% among 320,000 | GFP response vs DMSO, % at 10 µM;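 active = GFP response relative to DMSO above a set limit, near the screen mean plus 3 SD, cut at about 150% in these data; inconclusive = Fewer than 70 cells measured for a yeast strain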;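 note: ratio of well median GFP fluorescence to mean of DMSO wells on the plate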
LAP4 TOR yeast – modulators of TOR pathway LAP4-GFP in S. cerevisiae | S. cerevisiae LAP4-GFP multiplex, flow cytometry GFP, 3 h; median GFP as percent of DMSO wells | AID 2023 | hit rate 0.34% among 320,000 | GFP response vs DMSO, % at 10 µM;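 active = GFP response vs DMSO above a set limit, about the screen mean plus 3 SD, cut at about 150% in these data; inconclusive = under 70 cell events counted for the yeast strain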
* marks the source's active call; other numbers are inactive results; u = inconclusive; x = not tested or not shown; [ ] = dose if it differs, or a comment.

nr	mol	LAP4 TOR yeast	AHR activator	RPL19A TOR yeast	proCasp3 act	CIT2-GFP yeast	proCasp7 act	AGP1-GFP MLPCN	MEP2-GFP yeast
1	CCOc1ccc(N2C(=O)Nc3ccccc3C2(O)C(=O)NCc2ccc(F)cc2)cc1 (configuration not stated)	99	16	103	6	96	9	103	104
2	Cc1ccc(Cl)cc1NC(C#N)c1ccccc1 (configuration not stated)	87	9	109	-14	101	5	103	105
3	CCOc1ccc(NC(=O)C2CCCN2C(=O)OCc2ccccc2)cc1 (configuration not stated)	112	1	103	1	97	-2	99	96
4	CCc1sc(C(=O)Nc2ccc(OC)c(S(=O)(=O)N3CCOCC3)c2)cc1C	112	5	94	6	88	-4	94	93
5	N#CC1=C(N)Oc2c(ccc3ccccc23)C1c1ccsc1 (configuration not stated)	98	59*	98	-11	99	-12	98	96
6	NC(=O)c1ccsc1NC(=O)CN1C(=O)NC2(CCCC2)C1=O	87[may fluoresce red]	0	u	2	98[may fluoresce red]	-1	103[may fluoresce red]	92[may fluoresce red]
7	Cc1cc(OC(=O)c2ccccc2Cl)cc(=O)n1C	101	0	99	3	102	9	100	97
8	c1ccc2c(c1)CCCN2c1nc2ccccc2n2cnnc12	93	22	101	4	103	10	101	108
9	CCNC(=O)COC(=O)c1[nH]c(C)c(C(=O)OC)c1C	101	14	99	7	100	8	102	101
10	Cc1ccc([C@@H]2CC=C(C(=O)O)[C@H](c3ccc(Br)cc3)N2S(=O)(=O)c2ccc(C)cc2)cc1	98	1	97	1	99	-3	96	90
11	O=C(Nc1ccc2oc(-c3ccccc3F)nc2c1)c1ccccc1F	89	-12	103	13	86	4	78	106
12	COC(=O)c1ccc(OC(=O)C2CC(=O)N(c3ccc(C)cc3C)C2)cc1 (configuration not stated)	100	0	92	-12	92	-3	95	102
13	COc1ccc(S(=O)(=O)NCCCCNS(=O)(=O)c2ccc(OC)cc2)cc1	104	1	97	-1	98	-1	101	100
14	Cc1ccnc(NC(=O)c2ccc(COc3c(F)c(F)cc(F)c3F)o2)c1	100	14	104	0	109	0	99	108
15	Cc1nc2ccccc2c(=O)n1NC(=O)c1c(O)c2c(n(CC(C)C)c1=O)CCCC2	107	1	103	-6	99	3	107	103
16	CC(=O)Nc1sc(-c2ccc(Cl)cc2)nc1-c1ccccc1	107	92*	100	4	102	-5	97	96
17	CCC(Cc1ccccc1)NC(=O)CN(C)S(=O)(=O)c1ccc2c(c1)c(=O)n(C)c(=O)n2C (configuration not stated)	106	-1	102	7	98	4	96	102
18	Cc1ccc(NC(=S)N(CCN(C)C)Cc2cccs2)cc1C	105	1	103	2	95	7	109	110
19	O=c1/c(=C\c2ccc3c(c2)OCO3)sc2n1CCCN=2	109	-9	105	-1	106	-3	107	110
20	CC(=O)N1CCN(C(=O)c2ccc(OC3CCN(Cc4ccccn4)CC3)cc2)CC1	98	1	108	2	109	7	105	99
21	O=C(CSc1ccc(Br)cc1)NCC(c1cccs1)N1CCOCC1 (configuration not stated)	99	3	100	3	105	5	106	101
22	CCC(=O)Nc1ccc2c(c1)C(=O)N(C)C2=O	95	-3	98	6	99	5	95	97
23	O=C(CSc1nnc(CNC(=O)C23CC4CC(CC(C4)C2)C3)n1-c1ccccc1)Nc1ccc(F)cc1	103	2	104	5	97	-10	103	106
24	Cc1c(C(=O)N2CCCCC2)nn(-c2ccc(Cl)cc2)c(=O)c1C#N	98	1	98	7	108	5	100	97
25	CC(NC(=O)COc1ccccc1-c1ccccc1)c1ccccc1 (configuration not stated)	92	4	99	5	100	-2	96	102
26	CCCCC(=O)Nc1nnc(/C=C/c2ccc(OC)cc2)s1	97	4	100	-8	95	7	98	99
27	CC(C)(C)C#CCn1c(/C=[N+](\[O-])C2CCCCC2)nc2ccccc21	125	1	100	18	91	15	91	97
28	Cc1cc2nc(-c3ccc(SCC(=O)N4CCN(C(=O)c5ccco5)CC4)nc3)[nH]c2cc1C	106	33	105	-3	99	-8	109	108
29	O=C(NCc1cccnc1)C1CCC(c2ccc(Cl)cc2)CC1 (configuration not stated)	102	-3	100	-4	98	-1	102	100
30	COCCCNc1nc2c(c(=O)n(C)c(=O)n2C)n1Cc1cccc(OC)c1	88	4	74	2	109	-2	27	118
31	Cc1ccccc1C(=O)NNC(=O)CCCCC(=O)NNC(=O)c1ccccc1C	105	-1	104	5	102	11	106	106
32	O=C(NCC(c1ccco1)N1CCc2ccccc2C1)c1ccc([N+](=O)[O-])cc1 (configuration not stated)	86	2	94	-6	97	-1	95	96
33	CCOc1ccccc1NC(=O)Cn1nnc(C(=O)NCc2ccco2)c1N	87[may fluoresce violet]	64*	93[may fluoresce violet]	1	u	5	u	u
34	CCCc1nnc(NC(=O)CCC(=O)N2CCN(CCn3c(C)ccc3C)CC2)s1	79	1	95	2	96	-6	x	84
35	CCOc1ccc2nc(NC(=O)CSc3nc4c(c(=O)n(C)c(=O)n4C)n3C(C)C)sc2c1	95	0	97	0	90	10	101	103
36	O=[N+]([O-])c1cc(-c2nnc(Nc3ccc(O)cc3)c3ccccc23)ccc1N1CCOCC1	98	-3	112	2	107	-9	107	114

Exported in transposed form: two of the compounds above.
11: O=C(Nc1ccc2oc(-c3ccccc3F)nc2c1)c1ccccc1F
12: COC(=O)c1ccc(OC(=O)C2CC(=O)N(c3ccc(C)cc3C)C2)cc1 (configuration not stated)
compound no. | 11 | 12
LAP4 TOR yeast | 89 | 100
AHR activator | -12 | 0
RPL19A TOR yeast | 103 | 92
proCasp3 act | 13 | -12
CIT2-GFP yeast | 86 | 92
proCasp7 act | 4 | -3
AGP1-GFP MLPCN | 78 | 95
MEP2-GFP yeast | 106 | 102

More compounds follow:
nr	mol	LAP4 TOR yeast	AHR activator	RPL19A TOR yeast	proCasp3 act	CIT2-GFP yeast	proCasp7 act	AGP1-GFP MLPCN	MEP2-GFP yeast
37	O=C(C1CCCN(S(=O)(=O)c2cccc3nsnc23)C1)N1CCc2ccccc21 (configuration not stated)	91	13	95	-9	x	4	97	103
38	NS(=O)(=O)c1ccc(CCNC(=O)Cc2ccc(Cl)cc2)cc1	97	3	106	2	103	-11	101	111
39	Cn1c(=O)c2c(nc(NCc3ccccc3)n2C)n(C)c1=O	101	4	98	4	105	2	99	104
40	COc1ccc(S(=O)(=O)NCCOc2ccccc2)cc1OC	97	-3	96	0	98	1	106	105
41	CCOc1ccc(C(C(=O)NC2CCCC2)N(C(=O)c2snc(C(N)=O)c2N)C2CCCC2)cc1 (configuration not stated)	89	-1	96	10	111	11	97	113
42	CC(=O)Nc1ccc(S(=O)(=O)NCC(=O)OCC(=O)NCc2ccco2)cc1	103	0	100	0	93	-7	105	98
43	Clc1cc(CSc2ccccc2)nc(-c2ccccc2)n1	105	-2	95	3	100	-8	102	106
44	CC(NS(=O)(=O)c1c(N)n(C)c(=O)n(C)c1=O)c1ccccc1 (configuration not stated)	94	0	107	-4	103	5	99	106
45	CCN(CC)c1ccc(N=Cc2c(C)[nH]c3ccccc23)cc1	102	34	99	-10	94	-8	94	106
46	Cc1csc(NC(=O)c2cccc([N+](=O)[O-])c2C(=O)O)n1	103	1	106	4	97	0	100	114
47	C[C@@]12CCC3[C@@](CC[C@@H]4[C@](C)(C(=O)O)CCC[C@@]34C)(C[C@H]1O)C2 (some centres not stated)	94	3	102	-2	98	1	94	112
48	COc1ccc(NC(=O)c2cc(-c3cccs3)on2)cc1OC	103	-4	97	13	98	0	92	104
49	Cc1ccc(N/N=C(/Sc2nnnn2-c2ccccc2)C(=O)c2ccccc2)cc1	97	5	101	-16	95	-15	104	95
50	Cn1c(OCc2ccc3c(c2)OCO3)nc2c1c(=O)n(Cc1ccc(Cl)c(Cl)c1)c(=O)n2C	101	-1	95	-9	86	-2	100	98
51	COc1cc(Cl)c(C)cc1NC(=O)Cc1ccc(OC)c(OC)c1	100	4	93	-5	88	-1	92	101
52	CC(OC(=O)Cn1cnc2c1c(=O)n(C)c(=O)n2C)C(=O)c1ccccc1 (configuration not stated)	94	1	86	-2	81	3	92	94
53	COc1ccc(-n2cc(CNCc3cnc4ccccn34)c(-c3cccc(F)c3)n2)cc1	96	9	101	2	106	3	103	100
54	Cc1nc(CCNC(=O)c2cc(COc3ccc(F)cc3Cl)on2)sc1C	108	1	99	2	95	1	99	104
55	Cc1cc(C)cc(OCC(=O)NC(C)c2ccccc2)c1 (configuration not stated)	104	8	100	-3	99	11	106	104
56	O=C(Cc1n[nH]c(=O)c2ccccc12)Nc1cccc(S(=O)(=O)N2CCCCCC2)c1	102	-1	99	3	99	-3	102	99
57	O=c1oc2ccccc2c2c1SC(C(F)(F)F)C2 (configuration not stated)	98	0	94	9	104	8	101	109
58	COc1ccccc1NC(=O)COC(=O)c1ccc2c(c1)nc(C)n2-c1ccccc1	107	8	96	-1	97	3	97	106
59	CC(C)c1ccc(NC(=S)NC2CC3C=CC2C3)cc1 (configuration not stated)	119	7	98	3	97	4	101	100
60	CC(C)COCC(CN(Cc1ccccc1)c1ccccc1)N1CCCC1 (configuration not stated)	106	1	99	-2	85	12	88	100
61	CC(=O)Nc1cccc(/C(C)=N/NS(=O)(=O)c2ccc(C)cc2)c1	106	1	98	1	93	6	97	99
62	Cc1ccnc(NC(=O)c2ccc([N+](=O)[O-])s2)c1	99	4	94	0	98	-2	92	105
63	Fc1ccccc1-c1n[nH]c(=S)n1Cc1ccccc1	98	2	98	-20	99	-10	102	101
64	CC(C)(C)OC(=O)NNC(=S)NCc1ccc(Cl)cc1	108	3	104	-6	114	3	106	102
65	O=C(C(NS(=O)(=O)c1cccs1)c1ccccc1)N1CCN(c2ccccc2F)CC1 (configuration not stated)	100	3	92	0	96	0	98	93
66	CC1CCCCN1C(=O)c1ccc(CS(=O)(=O)Cc2ccccc2)cc1 (configuration not stated)	94	0	104	3	107	2	98	104
67	C/C(=N\NC(=O)C1(C)CC1(Br)Br)c1ccc(NC(=O)C2CCC2)cc1 (configuration not stated)	92	4	94	-3	100	-13	95	104
68	CCCc1cc(=O)[nH]c(SCC(=O)N(CC)c2c(N)n(Cc3ccccc3)c(=O)[nH]c2=O)n1	94	1	97	-7	100	-5	105	95
69	O=C(N/N=C1\CCc2ccccc21)c1ccncc1	95	40	100	-2	98	2	98	103
70	O=C(COc1ccc(-n2cnnn2)cc1)NCCc1ccc(F)cc1	87	9	91	1	88	2	91	90
71	Cc1ccc(NC(=O)C2C3CCCC2C3c2ccccc2)cc1 (configuration not stated)	92	15	104	1	100	0	98	101
72	CC1=Nc2ccccc2N=C(N)C1c1ccccc1 (configuration not stated)	82	27	98	-4	90	6	89	96
73	NC(=O)CN1CCN(C(=O)Nc2ccccc2)CC1	102	-2	98	4	107	16	101	109
74	O=C(c1sc(N2CCOCC2)nc1-c1ccccc1)N1CCCCC1	99	0	103	-4	90	-2	100	106
75	CCOC(=O)c1c(-c2ccccc2Cl)csc1NC(=O)c1cc(S(=O)(=O)N2CCOCC2)ccc1C	104	-2	97	-1	92	-10	127	93
76	CCN1C(=O)[C@H]2[C@@H](c3ccc(OC)cc3)N3C(=O)CN(Cc4ccccc4)C(=O)[C@@]3(C)[C@H]2C1=O	82	0	91	5	95	2	90	96
77	Cc1c(CCO)c(=O)oc2n[nH]c(-c3ccccc3)c12	101	1	92	4	100	-11	100	98
